KDM5B inhibitor = KDM5B demethylase inhibition; Potency, µM (titrated, usually from 57.7 µM), for inactives: at the top dose activity change, negative = inhibition, most hits filed as inhibitors; AID 1347165; 220,000 compounds, 2.6% hits; KDM5B demethylase, FDH-coupled NADH fluorescence (FDH is formaldehyde dehydrogenase); Q9UGL1; active = well fitted inhibition curve with a large enough effect; inconclusive = small, poorly fitted or top-dose-only effect; inactive = no such curve, though single readings can be large or run the other way; note: 0% is about no effect; nearly all actives have a fitted effect of over 70% in size
Target sequence (Q9UGL1 whole entry, looked up): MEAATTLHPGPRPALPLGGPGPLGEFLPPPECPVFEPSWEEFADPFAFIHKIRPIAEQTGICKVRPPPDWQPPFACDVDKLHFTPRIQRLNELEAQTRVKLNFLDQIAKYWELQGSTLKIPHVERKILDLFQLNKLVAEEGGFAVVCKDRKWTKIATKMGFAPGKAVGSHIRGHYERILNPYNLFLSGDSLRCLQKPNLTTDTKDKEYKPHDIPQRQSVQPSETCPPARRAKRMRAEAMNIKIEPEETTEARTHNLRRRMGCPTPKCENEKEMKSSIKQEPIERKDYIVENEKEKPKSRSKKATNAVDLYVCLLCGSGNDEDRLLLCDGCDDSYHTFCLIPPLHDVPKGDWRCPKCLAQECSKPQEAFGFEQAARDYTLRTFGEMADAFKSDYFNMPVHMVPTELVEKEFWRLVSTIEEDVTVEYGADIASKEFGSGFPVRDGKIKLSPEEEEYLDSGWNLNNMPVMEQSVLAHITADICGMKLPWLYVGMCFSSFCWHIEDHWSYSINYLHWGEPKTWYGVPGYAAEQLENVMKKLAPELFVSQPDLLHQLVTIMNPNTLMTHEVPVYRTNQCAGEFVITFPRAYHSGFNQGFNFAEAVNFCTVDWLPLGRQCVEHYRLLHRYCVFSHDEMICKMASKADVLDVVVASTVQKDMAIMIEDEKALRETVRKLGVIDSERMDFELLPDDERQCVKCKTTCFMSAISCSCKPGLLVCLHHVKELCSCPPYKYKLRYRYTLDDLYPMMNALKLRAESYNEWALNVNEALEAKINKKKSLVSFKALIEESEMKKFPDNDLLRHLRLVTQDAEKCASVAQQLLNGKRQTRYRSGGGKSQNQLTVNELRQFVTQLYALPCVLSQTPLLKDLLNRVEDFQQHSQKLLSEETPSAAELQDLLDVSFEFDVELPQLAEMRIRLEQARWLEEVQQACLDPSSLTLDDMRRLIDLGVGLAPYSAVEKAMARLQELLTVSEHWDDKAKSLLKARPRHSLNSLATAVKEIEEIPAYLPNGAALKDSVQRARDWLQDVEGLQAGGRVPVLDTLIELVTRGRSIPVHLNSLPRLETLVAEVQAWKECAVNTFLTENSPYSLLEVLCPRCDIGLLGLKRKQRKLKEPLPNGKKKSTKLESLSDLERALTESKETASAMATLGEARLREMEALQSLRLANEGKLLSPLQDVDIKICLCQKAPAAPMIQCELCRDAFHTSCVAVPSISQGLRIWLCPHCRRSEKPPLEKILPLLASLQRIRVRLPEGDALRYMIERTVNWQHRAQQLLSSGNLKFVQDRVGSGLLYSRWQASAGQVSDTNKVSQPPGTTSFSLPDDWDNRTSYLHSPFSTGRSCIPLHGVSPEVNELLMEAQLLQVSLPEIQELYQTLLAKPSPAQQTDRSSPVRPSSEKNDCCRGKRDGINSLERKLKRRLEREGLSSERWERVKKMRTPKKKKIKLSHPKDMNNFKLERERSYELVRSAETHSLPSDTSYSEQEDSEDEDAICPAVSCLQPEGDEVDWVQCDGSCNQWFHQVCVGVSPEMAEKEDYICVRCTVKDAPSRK
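Coupled FDH/NAD⁺ fluorescence readout. KDM5BΔAP 200 nM final; compound titration, 10 min RT preincubation; substrate mix 12.5 µM H3K4me3, 25 µM 2-OG, 50 µM Fe(II), 100 µM ascorbate, 0.25 mM NAD⁺, 0.25 U/mL FDH; ΔRFU over 30 min.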
* = called active by the depositor; i = inactive; ? = inconclusive; [ ] = remark or other dose. Potency is the fitted concentration of half-maximal effect. Not all compounds are listed (hit frequency here may not be typical).

SMILES	KDM5B inhibitor
O=C(NCCc1ccc(Cl)cc1)C1CCc2nnc(C3CCN(C(=O)c4cccnc4)CC3)n21 (stereo not drawn)	-8%[115 µM]
COc1ccc(Cl)cc1NC(=O)CSc1nc2ccccc2c2nc(-c3ccccc3)nn12	-8%
CCc1ccc(-c2[nH]c3c(c2-c2c(-n4cccc4)n(C)c(=O)n(C)c2=O)c(=O)n(C)c(=O)n3C)cc1	-8%
CCn1c(SCC(=O)N/N=C(\C)c2ccncc2)nnc1-c1ccc(C)cc1	22%
CCc1ccc(CNC(=O)c2ccccc2-c2ocnc2C(=O)OC)cc1	4%
CC(=O)Nc1ccc(C)c(NC(=S)Nc2ccc(F)cc2)c1	-11%
CCOCCCNC(=O)c1cn(CC(C)C)c(=O)c2c1c1ccccc1n2C	?
COc1ccccc1C(=O)N1CCC2(CC1)COc1ccccc1CN2	-6%[86.2 µM]
Cc1ccc(/C=N/N(c2ccccc2)c2ccccc2)cc1	10%
COCCN1CCC(C(=O)Nc2cccc(NC(=O)Cc3ccccc3)c2)C1 (stereo not drawn)	-25%
Cc1ccccc1N1CC(c2nnc(NC(=O)c3ccco3)s2)CC1=O (stereo not drawn)	9%
COc1ccc(-n2c3c(cc(-c4nc(-c5ccc(Cl)cc5)cs4)c2=O)C(=O)CC(C)(C)C3)cc1Cl	?
CC(=O)c1c(C)n([O-])c2cc(Cl)c(Cl)cc2[n+]1=O	52%[activator]
O=C1[C@H]2C[C@@]3(n4ccc5ccccc54)c4ccccc4N(S(=O)(=O)c4ccccc4)[C@H]3N2C(=O)CN1Cc1ccccc1	14%
CC(=O)N1c2ccc(S(=O)(=O)N3CCCCCC3)cc2CC1C(=O)NCc1ccc(Cl)cc1 (stereo not drawn)	-2%
O=C(c1ccccc1)N1CCC(Oc2ncccc2C(=O)N2CCCCC2)C1 (stereo not drawn)	3%
CC(=O)CN1C(=O)NC(c2ccccc2)(c2ccccc2)C1=O	17%
Cc1nnc(SCC(=O)Nc2sc3c(c2C#N)CCCC3)n1CC(C)C	9%
CC(=O)Oc1ccc2c(=O)c(-c3ccc(Cl)cc3)c(C(F)(F)F)oc2c1	-4%
O=C([C@@H]1C[C@H](Oc2ccccc2)CN1C(=O)C1CCC1)N1CCOCC1	1%
Cc1csc(NC(=O)c2cc3ccccc3o2)n1	-25%
O=c1cc(CN2CCN(S(=O)(=O)c3ccc4c(c3)OCCO4)CC2)c2ccc(O)cc2o1	i
Clc1cccc(-n2ncc3c(NCCC4=CCCCC4)ncnc32)c1	-12%
Cc1ccc(C(=O)/C=C/c2ccccc2F)o1	-17%
Cc1cc(C)cc(C(=O)N2CCC(c3n[nH]c(=O)n3Cc3ccc(F)cc3)CC2)c1	11%
CCN(CC)S(=O)(=O)c1cc(NC(=O)C2CCCN(C(=O)c3ccc(Cl)cc3)C2)ccc1C (stereo not drawn)	1%
O=C(Nc1nc(-c2ccc(F)c(F)c2)cs1)c1cc(=O)c2ccccc2o1	17%
CCCCCNC(=O)NC(C)C(=O)NCC (stereo not drawn)	-6%
Cc1cc(OCC(F)F)ccc1N	?
COc1ccc(-c2nc(SCc3cc(=O)c4cccc(Cl)c4[nH]3)n[nH]2)cc1	7%
Cc1ccc(S(=O)(=O)Oc2ccccc2C2C3=C(CCCC3=O)OC3=C2C(=O)CCC3)cc1	0%
O=C(Cc1ccccc1)NCC1CN(C(=O)Cc2cccc(C(F)(F)F)c2)CC12CN(c1ccccc1)C2 (stereo not drawn)	-4%
COCCNC(=O)C(c1ccc(C)cc1)N(C(=O)CCC(=O)Nc1ccccn1)c1ccc(C)cc1 (stereo not drawn)	-10%
O=C(CSc1nncn1-c1ccccc1F)Nc1ccccc1C(=O)NC1CC1	13%
O=C(Nc1ccc(Cl)cc1Cl)c1cnn2c1CN(C(=O)OCc1ccccc1)CC2	-3%[115 µM]
COCCN1C(=O)c2cccn2CC1CNC(=O)Cc1cccc(F)c1 (stereo not drawn)	-8%
Cc1ccc(NC(=O)CSc2nccn2Cc2ccc3c(c2)OCO3)c(C)c1	-12%
COC[C@H]1C[C@@H](NC(=O)c2ccc(OC)cc2)[C@H](O)[C@@H]1O	12%[86.2 µM]
COc1ccc(NC(=O)CSc2nc(C)cc(C)c2C(=O)Nc2cccc(C)c2)cc1	-20%
Cc1nncn1C1CCN(S(=O)(=O)c2ccc(C(C)C)cc2)CC1	-14%
COc1ccc(OCC(=O)NCCN2CCN(S(=O)(=O)c3ccc(C)cc3)CC2)cc1	5%
CCCC(=O)N1CCn2c(nnc2[C@@H]2C[C@@H](O)CN2Cc2ccccc2)C1	-5%
Cc1ccc(-c2nn(CC(=O)NN3CCOCC3)c(=O)c3ccccc23)cc1	2%
COC[C@H]1CCCN1Cc1nc(C2(O)CCN(C(=O)Nc3ccc(F)cc3)CC2)cs1	-18%
NC(=O)[C@@H]1CN(C(=O)C2CCCC2)C[C@H]1COc1ccccc1	30%
CCC(=O)N1CCc2c(sc3ncnc(NCc4cccnc4)c23)C1	?
Cc1cccc(NC(=O)CSc2cn(CC(=O)N3CCCCCC3)c3ccccc23)c1	-72%
NC(=O)[C@@H](Cc1c[nH]c2ccccc12)NC(=O)[C@@H]1CN(S(=O)(=O)c2ccccc2)CCN1C(=O)C1CCNCC1	58%[activator]
Cc1ccc(-c2csc(=Nc3ccccc3)n2Cc2ccc3c(c2)OCO3)cc1	?
COc1ccc(C2(C(=O)NCCc3ncc(C)n3C3CC3)CC2)cc1	3%
CCN(CC)CCNC(=O)c1ccc(-c2nc(CN3CCc4ccccc43)c(C)o2)cc1	?
Cc1ccc(C)c(-n2c3nc(=O)n(C)c(=O)c-3cc3ccccc32)c1	?
O=C(O)C1(Cc2nc3ccccc3s2)CCCCC1	-13%
N#Cc1ccc(C(=O)N2C[C@@H]3C[C@H](C2)c2ccc(-c4ccc(OC(F)(F)F)cc4)c(=O)n2C3)cc1	-14%
O=Cc1cccc(-c2ccc(C(=O)O)cn2)c1	-11%[149 µM]
CC1(C)CC(Nc2nc(-c3ccncc3)nc3ccccc23)CC(C)(C)N1	9%
O=C(c1ccc(-n2ccnc2)cc1)N1CCN(c2cccc(Cl)c2)C(=O)C1	17%
Cc1cc(C(=O)N2CCC(OCCOc3ccc(F)cc3)CC2)nn1C	-6%
COc1ccccc1C(=O)N1CCC(C)(C(=O)O)CC1	3%[149 µM]
COCCn1c(SC(C)C(=O)c2cc(C)ccc2C)nnc1-c1ccc(Cl)cc1 (stereo not drawn)	11%
Other records
SMILES	KDM5B inhibitor
CC(=O)c1cc(-c2nc(C3CCOC3)no2)cs1 (stereo not drawn)	35%
CC(C)Cc1nc(C#N)c(NCc2ccc(F)cc2)o1	7%
Cc1cc(C)cc(NC(=O)NCCn2nnc3cc(S(=O)(=O)N(C)C)ccc32)c1	-48%
O=C1c2cnc(-c3cc4ccccc4o3)nc2OCCN1CC1CC1	i
Cc1c(-c2nc(-c3ccncc3)no2)cccc1[N+](=O)[O-]	0%
CN1CC2(CCN(S(C)(=O)=O)CC2)CC1C(=O)N1CCOCC1 (stereo not drawn)	-31%
COc1ccc(-c2ccccc2)cc1N1C(=O)[C@@H]2C[C@H]1CN2C(=O)[C@H]1CCCN1	?
CCOC(=O)C1=C(COC(=O)c2ccc(Br)c(S(=O)(=O)N3CCOCC3)c2)NC(=O)NC1C (stereo not drawn)	7%
CCOC(=O)C(=O)Nc1cc(OC)c(OC)c(OC)c1	16%
COc1ccccc1NC(=O)CSC1=Nc2ccccc2C2=NC(CC(=O)NCc3ccco3)C(=O)N12 (stereo not drawn)	2%
CN1C[C@H](O)C[C@H]1c1nnc2n1CCN(C(=O)c1cccnc1)CC2	-12%
Cc1cc(C(=O)NCc2ccc(F)cc2)n(-c2ccccc2)n1	26%
COc1cccc(C(=O)c2cc3ccc(O)cc3oc2=O)c1	-4%
CCCN(CC1CCOC1)C(=O)Nc1c(C)cccc1C (stereo not drawn)	-13%
CCOC(=O)c1c(S(=O)(=O)N2CCCC(C(=O)Nc3cccc(C)n3)C2)c(C)n(C)c1C (stereo not drawn)	7%
COc1cc(/C=N/NC(=O)CNc2cccc(C(F)(F)F)c2)ccc1OC(=O)c1ccccc1F	-32%
Cc1ccc(C(=O)N[C@H]2CO[C@H]3[C@@H]2OC[C@@H]3Nc2nccc(-c3ccc4c(c3)OCO4)n2)cc1	28µM*
O=C(Cn1ccc2cc(Cl)ccc21)N1CCOCC1	-11%
COc1cc2c(c(OC(=O)c3ccccc3)c1OC)CC(=O)CCC2	-1%
CCOc1ccccc1N(C)C(=O)c1nn(-c2ccc(C)cc2)c(=O)c2c1c1ccccc1n2C	-15%
Cn1c(=O)c2c(nc(N3CCc4ccccc4C3)n2Cc2c(F)cccc2Cl)n(C)c1=O	11%
COc1ccc(CCc2nc3nccc(-c4cccc(OC)c4)n3n2)cc1	18µM*
C[S+](=O)([O-])N1CC2(CCN(Cc3c[nH]c4ccccc34)CC2)Cc2ccccc21	-21%[115 µM]
Cc1ccc(NC(=O)CCn2cnc3c2c(=O)n(C)c(=O)n3C)cc1C	16%

Arranged by length of the SMILES (falling): some entries from above.
SMILES	KDM5B inhibitor
Cc1ccc(C(=O)N[C@H]2CO[C@H]3[C@@H]2OC[C@@H]3Nc2nccc(-c3ccc4c(c3)OCO4)n2)cc1	28µM*
CCOC(=O)C1=C(COC(=O)c2ccc(Br)c(S(=O)(=O)N3CCOCC3)c2)NC(=O)NC1C (stereo not drawn)	7%
COc1ccc(-c2ccccc2)cc1N1C(=O)[C@@H]2C[C@H]1CN2C(=O)[C@H]1CCCN1	?
CCOC(=O)c1c(S(=O)(=O)N2CCCC(C(=O)Nc3cccc(C)n3)C2)c(C)n(C)c1C (stereo not drawn)	7%
COc1cc(/C=N/NC(=O)CNc2cccc(C(F)(F)F)c2)ccc1OC(=O)c1ccccc1F	-32%
C[S+](=O)([O-])N1CC2(CCN(Cc3c[nH]c4ccccc34)CC2)Cc2ccccc21	-21%[115 µM]
Cn1c(=O)c2c(nc(N3CCc4ccccc4C3)n2Cc2c(F)cccc2Cl)n(C)c1=O	11%
Cc1cc(C)cc(NC(=O)NCCn2nnc3cc(S(=O)(=O)N(C)C)ccc32)c1	-48%
CN1C[C@H](O)C[C@H]1c1nnc2n1CCN(C(=O)c1cccnc1)CC2	-12%
Cc1ccc(NC(=O)CCn2cnc3c2c(=O)n(C)c(=O)n3C)cc1C	16%
CN1CC2(CCN(S(C)(=O)=O)CC2)CC1C(=O)N1CCOCC1 (stereo not drawn)	-31%
COc1cc2c(c(OC(=O)c3ccccc3)c1OC)CC(=O)CCC2	-1%
Cc1cc(C(=O)NCc2ccc(F)cc2)n(-c2ccccc2)n1	26%
COc1cccc(C(=O)c2cc3ccc(O)cc3oc2=O)c1	-4%
CCOC(=O)C(=O)Nc1cc(OC)c(OC)c(OC)c1	16%
CCCN(CC1CCOC1)C(=O)Nc1c(C)cccc1C (stereo not drawn)	-13%
O=C(Cn1ccc2cc(Cl)ccc21)N1CCOCC1	-11%

Additional entries follow.
SMILES	KDM5B inhibitor
FC(F)(F)c1cc(-c2ccccc2)nc(SCc2ccncc2)n1	4%
Cn1c(=O)n(C)c2cc(S(=O)(=O)N[C@@H]3CCOC[C@H]3O)ccc21	24%
CCC(C)N1CCN(C(=O)CCc2ccc3c(c2)CN(C(=O)C2CC2)CCO3)CC1 (stereo not drawn)	?
COc1c(Cl)cc(Cl)cc1/C=C(\C#N)c1nc(-c2ccc(Cl)cc2)cs1	?
Cn1c(C(=O)N2CCc3c(n(CCOc4ccccc4)n(-c4ccccc4)c3=O)C2)cc2ccccc21	-20%
O=C(c1ccc(Cl)cc1)N1CC2(CCN(Cc3cccnc3)CC2)Cc2ccccc21	11%[115 µM]
Cc1cc(Nc2cccc([N+](=O)[O-])c2)c2cc(Cl)ccc2n1	15%
CCN1CCN(C(c2ccc(OC)cc2)c2c(O)cc(C)n(CCOC)c2=O)CC1 (stereo not drawn)	?
CCCN(CC1CCOC1)S(=O)(=O)c1ccccc1CC (stereo not drawn)	11%
CCn1c(C)c(C)c2cc(C(=O)NCc3ccc(OC(C)C)cc3)ccc21	?

Assay outcomes from PubChem BioAssay.
